hiPSC survival – enhancers of human iPSC single-cell survival; hiPSC single-cell survival, ATPlite luminescence; 100% = ROCK inhibitor wells, 0% = DMSO; AID 602274; 0.044% of 360,000 active; survival enhancement, % at 20 µM; in the data active means survival enhancement above about 18%;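 further: cells exposed to compounds for 16 hours before the ATP read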
MITF TRPM1 inh – inhibitors of MITF-driven TRPM1 promoter in melanoma cells; SK-MEL-5 TRPM1 promoter luciferase, 24 h; 0.83% of 330,000 active; AID 488899; inhibition, % at 12.5 µM;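 active means mean inhibition across replicates of 60% or more, whatever share of single replicates reaches that level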; further: values of inactives mirror those of a sister screen read the other way
Peg3 prom inh – Peg3 promoter activity inhibition. HeLa PEG-Prom luciferase reporter, luminescence, overnight. inhibition, % at 20 µM. 1.7% of 360,000 active. AID 588405;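 active means inhibition of at least 50% at 20 µM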
C8 TRAIL sens – caspase-8 TRAIL sensitization; 1% of 360,000 active; inhibition (viability loss, TRAIL sensitization), % at 10 µM; NB7+C8 cells + TRAIL, ATPlite viability luminescence;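 active means compounds causing at least 50% loss of cell viability in the single-dose screen, relative to plate controls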
KKLEB cytotox – CF airway cell cytotoxicity counter-screen; activity change (cytotoxicity), % at 5 µM; KKLEB CF airway cells viability, ATPlite luminescence, overnight; hits give low values; cells stimulated with P. aeruginosa culture filtrate; 0.36% of 360,000 active; AID 602141;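 active means corrected activity change at or below -50% at 5 µM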
HIF-2a inh – HIF-2a inhibition; 786-0 RCC cells HIF-2a reporter, luciferase luminescence, overnight; inhibition, % at 18.8 µM; 0.72% of 360,000 active; AID 624352;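 active means inhibition of the luminescence signal of 40% or more relative to plate controls, in a single-dose primary screen at 18.75 µM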
EBV LMP1 NFkB – inhibitors of Epstein-Barr LMP1-induced NF-kappaB reporter | LMP1-induced NF-kappaB luciferase reporter cells, luminescence | inhibition, % at 12.5 µM | 0.69% of 350,000 active | AID 504558; in the data active means inhibition above about 41%;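 further: 0% = neutral control wells and 100% = reference inhibitor control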
Shn3 3UTR inh – inhibitors of Schnurri-3 3'UTR reporter in osteoblasts | 0.52% of 360,000 active | Clone20 osteoblast Shn3 3'UTR firefly luciferase, 24 h | inhibition, % at 12.5 µM | AID 588674;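 active means mean inhibition of at least 75% with every replicate also reaching 75%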;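 further: 0% = median of neutral control wells and 100% = pilot-screen positive control compound; some compounds past the cut are filed as inactive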
CF NFkB inh – blocks PAF-induced NF-kB reporter in cystic fibrosis cells. KKLEB NF-kB-GFP reporter, GFP fluorescence overnight. inhibition, % at 5 µM. AID 588850. 0.86% of 360,000 active;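 active means at least 50% inhibition at 5 µM, scaled per plate between neutral and stimulator controls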;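 further: PAF is a Pseudomonas aeruginosa culture filtrate used as stimulus; plate controls were PAF-stimulated DMSO wells for no effect and unstimulated DMSO wells for full effect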
NR2E3 ag-1 – human photoreceptor-specific nuclear receptor agonism. inhibition of corepressor binding, % at 3.98 µM. AID 602229. 0.35% of 360,000 active. CHO-S Gal4-NCOR/VP16-NR2E3 two-hybrid, luciferase;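 active means inhibition above the mean of all tested compounds plus 3 SD, cut at about 70% in these data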;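 further: 0% = DMSO with NR2E3 transfected cells and 100% = cells lacking NR2E3 construct; higher means lower luciferase signal from less NR2E3 corepressor binding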
Target sequence (Q9Y5X4 whole entry, looked up, the tested form may be a part): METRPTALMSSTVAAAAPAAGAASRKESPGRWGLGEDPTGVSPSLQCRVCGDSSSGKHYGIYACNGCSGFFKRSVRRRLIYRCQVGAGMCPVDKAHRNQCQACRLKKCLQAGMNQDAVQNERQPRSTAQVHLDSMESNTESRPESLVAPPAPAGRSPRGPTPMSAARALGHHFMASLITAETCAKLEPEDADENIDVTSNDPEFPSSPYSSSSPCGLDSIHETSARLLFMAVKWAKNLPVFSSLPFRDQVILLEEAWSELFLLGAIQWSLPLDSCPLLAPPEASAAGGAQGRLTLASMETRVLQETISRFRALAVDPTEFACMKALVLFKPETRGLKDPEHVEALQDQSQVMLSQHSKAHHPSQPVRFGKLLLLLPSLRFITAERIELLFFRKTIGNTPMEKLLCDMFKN
NR2E3 ag-2 – agonists of human nuclear receptor NR2E3 | GST-NR2E3/biotin-RetCOR TR-FRET, 1536-well | inhibition of corepressor binding, % at 4.78 µM | 0.12% of 320,000 active | AID 2300;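 active means percent inhibition above the cutoff of mean plus 3 SD of all tested compounds, set per screening campaign, cut at about 20% in these data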;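 further: 0% = DMSO wells and 100% = biotin wells as full block of FRET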
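Material: NR2E3–RetCOR corepressor complex / Amount: 1.35 nM GST-NR2E3 / Medium: Tris pH 7.5 / Compound: single nominal compound dose of 4.8 µM / Incubation: 5 h at 4 °C / Technique: TR-FRET, Eu(K)-anti-GST donor, streptavidin-D2 acceptor, ex 340, em 617/671 nm / Read-out basis: percent loss of FRET ratio relative to control wells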
Active calls of the source: *; · = no result given. An excerpt; the hit share may differ from the screen's.

SMILES	hiPSC survival	MITF TRPM1 inh	Peg3 prom inh	C8 TRAIL sens	KKLEB cytotox	HIF-2a inh	EBV LMP1 NFkB	Shn3 3UTR inh	CF NFkB inh	NR2E3 ag-1	NR2E3 ag-2
Cc1ccccc1-c1nnc(SCC#N)o1	1.5	4	-2	-7	6	-1	-2	7	12	-15	2
COC(=O)c1ccccc1NC(=O)c1cc2nc(C3CC3)cc(C(F)(F)F)n2n1	-0.9	-26	-15	11	-8	3	20	42	2	0	-3
CC(C)NC(=O)Nc1cccc2c1O[C@H](CN(C)C(=O)Nc1ccc(C(F)(F)F)cc1)[C@@H](C)CN([C@H](C)CO)C2=O	-1.2	5	4	-1	10	7	-6	-13	-5	-10	·
COc1ccc(C(=O)/C=C/Nc2cc(C)on2)cc1	2.7	-81	-325	4	0	-248	1	-40	8	-130	0
CCCCCn1c(=O)[nH]c2cc(C(=O)N3CCN(CC)CC3)ccc2c1=O	0.1	11	2	5	2	3	-1	1	5	-12	0
Cc1cc(Oc2ccccc2)nc(N)n1	-1.2	6	-12	-22	-6	-20	6	-54	8	-6	1
Cc1noc(C)c1-c1nc(CSc2ccc(Cl)cc2)no1	-0.2	5	2	8	-10	-5	-9	-5	11	-7	4
CN1CCN(C(c2cccc(C(F)(F)F)c2)c2nnnn2C(C)(C)C)CC1 (stereo not given)	-1.0	9	9	11	6	5	-3	8	-1	12	-2
O=C(Nc1cccc2ncccc12)c1ccccc1Cl	-0.2	2	-3	0	-15	2	5	13	-2	3	0
N#Cc1cnn(-c2ccccc2)c1NC(=O)c1ccccc1F	-0.4	-9	11	-8	5	-5	-2	-3	5	-7	2
COc1cccc(C(=O)COC(=O)c2ccc(NC(=O)c3ccccc3)cc2)c1	1.0	-3	8	3	-3	-15	-1	8	5	-18	-1
N#CC(c1nc2ccccc2nc1N1CCCC1)S(=O)(=O)c1ccccc1 (stereo not given)	-2.7	-10	11	5	-23	-12	-1	7	-10	-11	-1
Cc1ccc(-c2ccc(/C=N/NC(=S)Nc3ccccc3)o2)cc1[N+](=O)[O-]	-0.2	-5	-24	11	-16	-39	9	3	-25	-14	-3
COc1cc(C(=O)NCCCn2ccnc2)cc(OC)c1OC	-2.2	-8	13	-7	11	9	1	-8	-14	-9	2
CCN(C(=O)CN1C(=O)COc2ccc(S(=O)(=O)N3CCCCCC3)cc21)c1cccc(C)c1	-0.4	9	9	2	-8	-4	-1	10	-3	-16	-3
COc1cc(NC(=O)CN2C(=O)C(=O)N(C3CCCC3)C2=O)cc(OC)c1	-0.1	7	5	7	-2	8	-1	-13	4	2	0
COC(=O)C(C)NC(=O)C12CC3CC(C1)CC(c1ccc(C)cc1)(C3)C2 (stereo not given)	-0.4	2	-3	-23	0	11	2	-3	-4	15	0
Fc1ccc2[nH]c3c(N4CCc5ccccc5C4)ncnc3c2c1	-0.3	·	17	17	-1	12	·	87*	-15	73*	-4
CCN(CC(=O)NC1CCS(=O)(=O)C1)S(=O)(=O)c1cc(Br)ccc1Br (stereo not given)	0.3	4	-1	-8	16	10	0	-3	-8	20	0
COc1cccc2cc(CC(=O)c3ccc(C)c(C)c3)c(=O)oc12	0.2	-56	-123	-5	9	-202	-5	-28	-7	-39	1
O=C(c1ccccc1F)N1CCN(c2ncccn2)CC1	-0.2	-4	17	3	0	12	-9	-2	3	-7	-1
CCOC(=O)c1cc(C#N)c(Oc2ccccc2)nc1-c1ccccc1	3.2	10	22	-10	-7	26	0	13	-1	-13	2
Cc1ccc(-n2cc(CN(C)Cc3nccn3C)c(-c3cccc(C)c3)n2)cc1	0.3	-25	-17	4	-15	-19	15	12	28	-36	3
C=CCN1C(=O)S/C(=C\c2ccc(N3CCOCC3)cc2C)C1=O	-3.3	-98	-363	30	0	-234	8	-99	-22	-26	3
CCN1CCN(CCNC(=O)c2ccc3c(c2)N(Cc2ccc(F)cc2)C(=O)/C(=C/c2ccccc2)S3)CC1	-1.0	92*	103*	57*	-26	29	-61	77	37	2	2

Some entries already given, showing only NR2E3 ag-1, MITF TRPM1 inh and Shn3 3UTR inh.
smiles | NR2E3 ag-1 | MITF TRPM1 inh | Shn3 3UTR inh
N#Cc1cnn(-c2ccccc2)c1NC(=O)c1ccccc1F | -7 | -9 | -3
CCN(CC(=O)NC1CCS(=O)(=O)C1)S(=O)(=O)c1cc(Br)ccc1Br (stereo not given) | 20 | 4 | -3
Cc1cc(Oc2ccccc2)nc(N)n1 | -6 | 6 | -54

Other results follow.
SMILES	hiPSC survival	MITF TRPM1 inh	Peg3 prom inh	C8 TRAIL sens	KKLEB cytotox	HIF-2a inh	EBV LMP1 NFkB	Shn3 3UTR inh	CF NFkB inh	NR2E3 ag-1	NR2E3 ag-2
Cn1c(Cn2c(=O)sc3ccccc32)nnc1SCC(=O)Nc1ccccc1F	0.9	1	3	-28	18	8	2	-23	-16	12	2
Cc1ccccc1NC(=O)COc1ccccc1C	2.1	-19	-96	-9	21	-104	-1	-11	-4	-20	4
Cc1nn(C)c(Cl)c1CN1CCCC(CO)(Cc2ccccc2)C1 (stereo not given)	-1.3	9	-14	-11	-9	18	7	11	3	24	2
COc1cc(C)ccc1OCC(=O)OCC(=O)c1cc(C)n(CC2CCCO2)c1C (stereo not given)	-0.2	-10	-5	-2	8	1	0	-16	-8	-22	4
COc1ccc2c(c1)c1nnc(SCC(=O)Nc3ccccc3F)nc1n2C	-0.3	2	-16	6	-14	2	-2	2	-10	16	2
COc1ccc(-c2cc(C)no2)cc1S(=O)(=O)N(C)Cc1ccco1	-0.4	-3	3	2	6	4	2	22	1	-16	0
COc1ccc(CCNC(=O)c2cc(-c3cc(C)ccc3O)n[nH]2)cc1OC	5.7	2	-16	-4	-10	-7	-4	-1	9	9	2
O=C1c2ccccc2C(Nc2ccc(S(=O)(=O)N3CCOCC3)cc2)N1Cc1ccco1 (stereo not given)	-1.7	·	3	2	2	6	-2	-15	2	-13	1
O=c1[nH]c2ccsc2c(=O)n1-c1ccc(F)cc1	-0.1	7	-7	-3	-31	4	2	12	1	-5	0
Cc1csc(NC(=O)Cc2c(F)cccc2Cl)n1	-0.6	-41	-152	-11	-7	-214	-15	-46	0	-96	-1
O=C(c1cc2ccccc2oc1=O)N1CCN(C(=O)C2CCCO2)CC1 (stereo not given)	1.2	-5	-14	-2	-3	-1	4	-25	7	-19	2
COc1cccc2c(=O)n(CC(=O)NCCc3ccccc3)ccc12	0.0	-3	19	-4	-4	1	24	3	3	4	0
COc1ccc(C(=O)NNC(=S)NC(=O)C(C)(C)C)cc1	0.3	24	-3	14	0	10	3	15	16	29	-3
O=C(Nc1ccc(N2CCOCC2)c(F)c1)c1ccncc1	2.8	-17	-1	0	3	-20	0	-4	4	4	-1
CC1CN(C(=O)COC(=O)[C@@H]2CC(O)CN2S(=O)(=O)c2ccc3c(c2)OCCO3)CC(C)O1 (stereo not given in full)	11	4	11	9	7	17	2	-16	-6	0	0
O=C(NCc1ccc(Cl)nc1)c1csc([C@@H]2O[C@H](CO)[C@H](O)[C@H](O)[C@H]2O)n1	3.4	·	-3	4	6	1	·	-22	-20	18	·
COc1ccc(C(CNC(=O)Cc2c(F)cccc2Cl)N2CCCCC2)cc1 (stereo not given)	-0.6	5	3	3	-1	21	1	4	1	15	2
COc1ccc(-c2onc(C)c2-c2ccccc2)c(O)c1	-3.3	14	19	-4	-6	4	-5	16	-9	2	2
Cc1onc(-c2ccccc2)c1C(=O)N/N=C/c1cccc(O)c1	1.0	6	-1	-1	-6	-2	6	20	-2	-19	-1
CC(=O)c1ccc(OCc2cc(C(=O)N3CCCCC3c3cccnc3)no2)cc1 (stereo not given)	-0.3	-50	-234	-2	13	-216	-5	-13	-4	-75	3
COc1ccc(CCC(=O)OCC(=O)Nc2c(C)n(C)n(-c3ccccc3)c2=O)cc1	0.3	-3	11	-10	0	1	0	-17	-40	-5	-1
O=C(COC(=O)c1n[nH]c2ccccc12)c1cc(F)ccc1F	-0.4	12	-16	3	-1	-53	0	-13	8	-45	-2
CCOC(=O)COc1cccc2c(=O)n(CC(=O)N3CCCc4ccccc43)ccc12	-1.6	·	1	-5	-2	3	-5	-3	9	-6	-1
COc1ccc2[nH]c3ccc(OC)cc3c2c1	-0.3	-20	-89	23	11	-85	-4	-14	-6	-51	-3
CN(C)S(=O)(=O)c1cccc(C(=O)OCC(=O)N2CCCC2=O)c1	-0.2	-6	-3	-2	8	11	4	-3	25	-10	2
More records.
SMILES	hiPSC survival	MITF TRPM1 inh	Peg3 prom inh	C8 TRAIL sens	KKLEB cytotox	HIF-2a inh	EBV LMP1 NFkB	Shn3 3UTR inh	CF NFkB inh	NR2E3 ag-1	NR2E3 ag-2
N#CC(=C1NC(=O)c2ccccc21)c1nc2ccccc2n1CCO	0.3	·	-60	4	22	-118	6	-25	-48	-51	·
COC(=O)c1ccc(NC(=O)CSc2nncn2-c2cccnc2)cc1	0.6	6	6	10	4	11	-3	-8	0	-17	3
Cc1ccc(C23CC4CC(CC(NC(=O)NN)(C4)C2)C3)cc1	-0.1	3	-6	-3	7	8	-7	-7	-15	-32	0
O=C(c1cc[n+]([O-])cc1)N1CCCC(N2CCN(c3cccc(C(F)(F)F)c3)CC2)C1 (stereo not given)	0.5	4	14	12	17	-9	-6	-3	5	-5	-1
COc1cccc(C(O)c2nc3ccccc3n2C)c1 (stereo not given)	-0.6	12	12	-19	-1	8	8	6	-10	-2	0
CC(C)CCN(C(=O)c1ccc(N2CCCC2=O)cc1)c1c(N)n(Cc2ccccc2)c(=O)[nH]c1=O	1.1	-10	0	-19	13	3	2	5	-10	-6	0
COc1ccc(Nc2nc3nonc3nc2N2CCCCC2)cc1	-0.6	-11	3	5	-5	3	-7	6	-12	-24	4
Cc1ccc(NC(=O)C(C)N2CCCC2)cc1Cl (stereo not given)	-3.4	8	-5	-6	6	1	-6	-44	-7	3	4
O=C(COC(=O)c1ccco1)c1ccc(F)cc1	-0.2	-18	-41	12	-2	-23	-4	-45	4	-14	1
COc1cc2nc(Cl)nc(NCCO)c2cc1OC	0.1	-3	8	-1	-2	18	-5	11	-32	28	-5
CN(Cc1ccc(F)cc1)S(=O)(=O)c1nnc(NC(=O)c2ccccc2)s1	1.7	0	15	-13	-3	-3	-3	-22	15	-6	3
CC1(C)CN(Cc2cccnc2)C(=O)[C@H]1CC(=O)Nc1ccc(Br)cc1	-1.4	·	8	8	10	5	-4	-13	-8	-6	·
O=C(CSc1ncnc2c1cnn2-c1ccc(Cl)cc1)NCc1ccc2c(c1)OCO2	2.8	-13	-39	5	-42	12	-3	-20	1	-35	1
O=C(CCN1CCOCC1)c1ccc(Br)cc1	0.8	-13	15	-19	6	-4	-3	16	-8	3	-3
O=C(Nc1ccccn1)c1cc(-c2ccc(Cl)s2)nc2ccccc12	-0.5	-9	-3	-7	2	-31	-1	6	-8	-39	5
CSc1ccc(S(=O)(=O)Nc2c(C)n(C)n(-c3ccccc3)c2=O)cc1	-0.5	2	6	-4	13	6	-5	0	-8	-1	-2
